Mdm2-MdmX inh: inhibitors of human Mdm2/MdmX interaction; O15151+Q00987; SaOS-2 split-luciferase Mdm2/MdmX complementation, luminescence; inhibition, % at 8 µM; actives 3% (n = 330,000); AID 485346;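 active = inhibition of at least 50% at 8 µM in the primary screen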
EBI2 antag: antagonists of human EBI2 receptor | EBI2 beta-arrestin recruitment, luminescence, 7a,25-OHC stimulated | actives 0.81% (n = 360,000) | P32249 | inhibition, % at 5 µM; in the data active = inhibition above about 38%;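 note: enzyme fragment complementation signal reports receptor beta-arrestin coupling in cells; 0% = agonist plus DMSO wells and 100% = wells without agonist; some results beyond the cut were filed as inactive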
Target sequence (P32249 whole entry, looked up, the tested form may be a part): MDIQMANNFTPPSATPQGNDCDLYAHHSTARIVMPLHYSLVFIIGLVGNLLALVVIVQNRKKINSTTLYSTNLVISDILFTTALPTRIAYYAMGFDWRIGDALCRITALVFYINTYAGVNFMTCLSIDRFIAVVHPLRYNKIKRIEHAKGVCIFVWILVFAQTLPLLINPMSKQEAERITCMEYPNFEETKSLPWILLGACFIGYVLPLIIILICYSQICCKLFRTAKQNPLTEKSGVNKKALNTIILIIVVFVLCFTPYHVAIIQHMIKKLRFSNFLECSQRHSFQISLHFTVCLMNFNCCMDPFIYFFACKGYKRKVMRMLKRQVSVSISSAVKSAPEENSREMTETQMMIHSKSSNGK
Jurkat NFkB inh: lowers PMA/ionomycin-induced NF-kB signal in Jurkat cells | PMA/ionomycin-induced NF-kB luciferase reporter, luminescence | actives 0.53% (n = 330,000) | inhibition, % at 4 µM; in the data active = inhibition above about 50%
CXCR6 block: inhibitors of human CXCR6 receptor | O00574 | CHO-K1 PathHunter CXCR6 beta-arrestin, luminescence | inhibition, % at 20 µM | actives 0.36% (n = 360,000) | AID 602244; in the data active = inhibition above about 34%, passing the limit was not always enough;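 note: antagonist mode with CXCL16 agonist at 10 nM final; 0% = 10 nM CXCL16 with DMSO and 100% = unstimulated wells without agonist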
Target sequence (O00574 whole entry, looked up): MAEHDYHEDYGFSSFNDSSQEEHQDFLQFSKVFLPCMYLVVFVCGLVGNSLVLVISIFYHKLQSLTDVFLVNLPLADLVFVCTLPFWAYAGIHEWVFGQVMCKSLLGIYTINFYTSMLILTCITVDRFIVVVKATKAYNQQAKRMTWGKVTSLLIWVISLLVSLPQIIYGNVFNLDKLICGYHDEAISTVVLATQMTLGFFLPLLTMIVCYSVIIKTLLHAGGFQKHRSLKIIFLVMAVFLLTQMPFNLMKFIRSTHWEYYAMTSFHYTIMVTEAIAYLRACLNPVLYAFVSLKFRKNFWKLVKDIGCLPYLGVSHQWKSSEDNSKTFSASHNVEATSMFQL
CHOP UPR activ: apoptotic UPR (CHOP) activation; CHO-CHOP luciferase reporter, luminescence; percent of tunicamycin response over DMSO baseline; actives 0.34% (n = 330,000); activation, % at 10 µM;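 active = at 10 µM dose, activation of 40% or more, normalized to positive control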;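 note: 100% = tunicamycin at 10 µg/mL and 0% = DMSO alone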
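Test system: CHO-CHOP cells, stable luciferase reporter of PERK-eIF2a-CHOP signalling | Quantity: 500 CHO-CHOP cells per well | Buffer or medium: F12 plus 10% serum | Compound dosing: 10 µM single point, 0.5% DMSO | Schedule: 6 h compound treatment, 37 °C | Signal: Luciferase luminescence | Control set: Tunicamycin high control, DMSO low control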
697 NFkB inh: lowers PMA/ionomycin-induced NF-kB signal in 697 B cells | 697 B-cell NF-kB luciferase reporter, 16 h | inhibition, % at 4 µM | actives 0.33% (n = 330,000) | AID 435022; in the data active = inhibition above about 35%
CCR6 antag: CCR6 (human) receptor antagonism; P51684; CHO-K1 CCR6 PathHunter beta-arrestin, luminescence, CCL20-stimulated; inhibition, % at 20 µM; actives 0.49% (n = 340,000); AID 493098;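 active = compounds whose inhibition of the agonist-driven luminescence signal at 20 µM reaches about 50%, limit read from the data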;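 note: cells stimulated with CCL20 at 14 nM final; plate controls were DMSO with CCL20 for no effect and DMSO without agonist for full effect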
Target sequence (P51684 whole entry, looked up): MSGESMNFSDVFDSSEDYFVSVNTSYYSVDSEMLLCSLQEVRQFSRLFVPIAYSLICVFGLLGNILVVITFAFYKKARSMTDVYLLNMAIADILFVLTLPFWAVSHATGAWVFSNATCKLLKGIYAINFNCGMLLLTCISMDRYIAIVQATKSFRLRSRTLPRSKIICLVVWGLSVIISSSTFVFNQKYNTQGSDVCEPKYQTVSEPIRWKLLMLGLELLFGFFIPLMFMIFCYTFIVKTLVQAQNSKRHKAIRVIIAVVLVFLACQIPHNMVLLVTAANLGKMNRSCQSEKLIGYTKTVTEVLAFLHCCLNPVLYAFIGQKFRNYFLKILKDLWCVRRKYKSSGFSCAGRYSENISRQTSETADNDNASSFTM
Gli-Sufu block: Gli-Sufu pathway antagonism | Sufu-KO-LIGHT fibroblasts, Gli luciferase reporter luminescence | inhibition, % at 5 µM | actives 0.74% (n = 340,000);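 active = inhibition above about 55%, limit read from the data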;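 note: 0% = DMSO-treated cells and 100% = wells with medium but no cells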
UPR XBP1 act: activators of adaptive arm of unfolded protein response (XBP1). CHO-XBP1 luciferase reporter, IRE1-XBP1 UPR activation, luminescence; percent of tunicamycin response, DMSO as zero. activation, % at 20 µM. actives 0.33% (n = 330,000). AID 463104;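 active = versus positive control, 20 µM dose yields 30% or more activation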;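 note: 100% = tunicamycin at 10 µg/mL and 0% = DMSO only wells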
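Signal: luciferase luminescence; Assay system: CHO-XBP1 luciferase reporter cells; Amount: one thousand reporter cells per well; Dosing: 20 µM single concentration, DMSO 1%; Benchmarks: high control tunicamycin 10 µg/mL final, low control DMSO vehicle only; Schedule: 6 h compound exposure at 37 °C, 5% CO2; Evaluation: percent activation relative to tunicamycin reference.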
Active calls of the source: *; x = no result given. Outcome played no part in choosing rows; about 5% have a hit in one of these screens.

SMILES | Mdm2-MdmX inh | EBI2 antag | Jurkat NFkB inh | CXCR6 block | CHOP UPR activ | 697 NFkB inh | CCR6 antag | Gli-Sufu block | UPR XBP1 act
CCOC(=O)c1c(-c2ccccc2)nc2ccc(Cl)cn12 | 10.4 | 2.4 | -5.5 | 1.4 | -0.1 | -11.2 | 7.2 | -2.1 | 8.0
CCN1C(=NCC2CC2)N[C@@H](c2ccccc2)C(C(=O)OC)=C1C | 14.6 | 0.4 | 9.6 | 4.8 | 1.2 | -0.5 | 17.2 | 6.8 | 1.9
O=C(Cn1cnnn1)Nc1ccccc1Cc1ccccc1 | -14.1 | 2.2 | -0.2 | -4.0 | -0.8 | -5.0 | -1.9 | 5.7 | -0.8
CCC(=O)c1ccc(N2CCCCC2)c(F)c1 | -18.7 | 0.4 | -15.8 | 1.0 | 2.2 | -4.2 | 2.3 | -30.6 | 5.8
CCCn1c(SCC(=O)N2CC(=O)Nc3ccccc32)n[nH]c1=O | 13.8 | -1.6 | -8.2 | -0.1 | 0.4 | 13.0 | 13.7 | 0.6 | -2.9
COc1ccccc1CN1CC(C(=O)NC2CCCCC2)CC1=O (stereo unspecified) | 8.7 | -0.8 | -8.9 | 3.7 | 0.7 | -9.1 | 2.4 | -2.9 | -0.4
CCC(C(=O)Nc1cc(C(=O)O)ccc1C)c1ccccc1 (stereo unspecified) | -31.3 | 2.8 | 9.8 | -8.4 | 1.8 | 8.2 | -4.3 | -2.9 | -3.2
COc1ccc(CCn2c(=N)c(C(=O)N3CCN(C)CC3)cc3c(=O)n4ccccc4nc32)cc1 | 8.2 | 1.1 | 5.4 | 7.4 | -0.7 | -15.4 | 3.8 | -0.9 | -3.3
Cc1cc2c(OCC(O)CNC(C)(C)C)cccc2[nH]1 (stereo unspecified) | 14.0 | 0.0 | 5.7 | 0.9 | -3.2 | 20.7 | -6.3 | 4.3 | 2.3
COC(=O)c1ccc(N2CCOCC2)c(NC(=O)Nc2cccc(OC)c2)c1 | 4.2 | -4.9 | 9.0 | 3.2 | -1.2 | 23.4 | 5.3 | 11.5 | -0.9
CSC1=C(C#N)C(c2ccccc2Cl)C(C(=O)c2cccs2)C(O)(C(F)(F)F)N1 (stereo unspecified) | 5.3 | 5.2 | -10.0 | 6.9 | -0.8 | -5.9 | 10.9 | 6.1 | -1.5
CC(O)CNc1nc2c(c(=O)n(C)c(=O)n2C)n1CCc1ccccc1 (stereo unspecified) | 21.4 | -4.7 | 25.9 | 10.0 | -3.0 | 1.0 | 1.1 | -0.6 | -5.1
O=C(CCl)N(c1ccccc1)c1c[nH]c2ccccc12 | 100.3* | -20.4 | -13.0 | 1.1 | -0.3 | 1.8 | -0.5 | 0.1 | -9.8
Cc1cc(Cl)c(C(=O)Nc2cccc(C(F)(F)F)c2)c(C)n1 | 11.3 | -2.7 | -5.3 | 1.9 | -1.1 | -16.8 | 3.6 | -2.7 | -1.9
O=C(NCCO)c1cc2c([nH]c3ccccc32)c(-c2ccccc2)n1 | 46.8 | -0.1 | 0.5 | 9.4 | 2.8 | 7.2 | 18.3 | x | 7.0
S=C(c1ccc2c(c1)OCO2)N1CCN(c2cccc(Cl)c2)CC1 | x | 3.5 | x | 3.5 | x | x | 8.8 | -8.5 | x
COc1ccc(C2=Nn3c(nnc3-c3ccccc3F)SC2)cc1OC1CCOC1 (stereo unspecified) | 70.1* | -8.7 | -19.4 | 0.0 | -1.2 | -14.2 | 17.6 | 13.2 | 10.9
COc1ccccc1NC(=O)C(=O)NCc1ccccc1Cl | 2.0 | -1.5 | -7.0 | -0.1 | 0.5 | 6.1 | 17.8 | -4.1 | 0.6
Cc1cc(NC(=O)CSc2nnc(CNC(=O)c3ccc(F)cc3)o2)no1 | 12.5 | -6.1 | 2.9 | -3.8 | 1.1 | 8.2 | -0.4 | -0.1 | -6.9
Cc1ccccc1CSc1nc2ccccc2c(=O)[nH]1 | 3.2 | 1.3 | 0.3 | 4.2 | -0.5 | -9.3 | -6.6 | -5.7 | 1.3
CC(C)(C)OC(=O)NCc1ccc(CNC(=O)c2[nH]cnc2C(=O)NCC(=O)OCc2ccccc2)cc1 | -3.7 | -26.3 | 2.5 | -7.5 | 0.7 | 15.4 | -5.5 | -7.2 | -3.0
Cc1csc(NC(=O)CSc2nnc(NC(=O)COc3ccc(Cl)cc3)s2)n1 | -27.5 | -3.6 | -16.1 | -5.9 | 8.4 | 9.2 | 12.3 | 4.5 | -0.5
Cc1ccc(C(=O)C2CCN(C(=S)NCC3CCCO3)CC2)cc1 (stereo unspecified) | -2.8 | 15.9 | 0.6 | 1.3 | 0.5 | -12.0 | 4.9 | 14.8 | 3.5
CC(NC(=O)c1ccccc1Br)c1nnc(SCC(=O)NC2CCCCC2)n1C (stereo unspecified) | -10.5 | -9.0 | -2.2 | 4.4 | 1.2 | -3.4 | 7.4 | 21.6 | -3.4
Cc1ccc(NCc2ccccc2O)cc1 | -6.7 | -4.5 | -15.3 | -4.7 | 1.9 | -0.8 | -3.6 | 1.3 | 0.7
COc1ccc2oc(C(=O)OCC(=O)NC3(C#N)CCCC3)c(C)c2c1 | 21.2 | -4.2 | 0.4 | -9.2 | 0.0 | 13.5 | 9.2 | -3.9 | -1.8
Cc1c(NS(=O)(=O)c2cccc([N+](=O)[O-])c2)c(=O)n(-c2ccccc2)n1C | -8.2 | -0.6 | 14.0 | 3.3 | -0.1 | 2.0 | -1.5 | -13.3 | 3.6
COc1ccc(NC(=O)NCCCCc2ccccc2)c(OC)c1 | 58.1* | 10.3 | 10.2 | 4.3 | -1.1 | -0.6 | 8.8 | -6.9 | -4.4
COc1ccc(N2CCN(S(=O)(=O)c3cccc(C(F)(F)F)c3)CC2)cc1 | 28.5 | 2.2 | -1.4 | -8.7 | 0.7 | 19.2 | -2.7 | 2.5 | -6.1
Cc1cc(C(=O)Cn2cnc3ccc(Cl)cc3c2=O)c(C)n1C1CC1 | x | 10.0 | x | -8.6 | x | x | 10.8 | 1.0 | x
Cc1csc2nc(CNC(=O)C3CC=CCC3C(=O)O)cn12 (stereo unspecified) | 7.7 | -5.5 | -12.2 | 4.6 | 0.3 | 1.5 | -1.1 | 9.4 | -2.6
CCOc1ccc(/C=N/Nc2cc(=O)n(C)c(=O)n2C)cc1 | -4.4 | -4.0 | -1.6 | -0.5 | 1.5 | 1.6 | -2.0 | -0.8 | 1.2
CCCNC(=O)c1cccc(Br)c1 | 5.9 | 2.8 | -11.5 | -3.0 | -1.3 | 16.2 | -3.2 | -5.3 | -0.4
COc1cccc(C(=O)NCCS(=O)(=O)N2CCc3ccccc3C2)c1 | 7.0 | -4.4 | 10.4 | 3.3 | 3.7 | -19.5 | -3.6 | -3.1 | 2.1
CN(CCNC(=O)c1ccc(CS(=O)(=O)c2c(Cl)cccc2Cl)o1)CCc1ccccc1 | 38.0 | 3.6 | 2.0 | -1.9 | 1.7 | 3.9 | 15.0 | 15.6 | -2.4
Cc1cc(C)c(C)c(S(=O)(=O)N2CCN(C(=O)CCc3nc4ccccc4c(=O)[nH]3)CC2)c1C | 17.6 | 12.4 | -12.5 | 7.3 | -0.1 | -17.4 | -5.1 | 2.9 | -3.4
COc1ccc(C(=O)NCc2nnc(SCC(=O)N3CCc4ccccc43)n2CCc2ccccc2)cc1 | 35.5 | 15.6 | -6.5 | 5.6 | 4.6 | 19.9 | -0.2 | 0.5 | 0.4
COc1ccc(C(=O)NNC(=O)c2ccncc2)cc1 | 4.7 | -4.4 | 3.8 | 7.5 | 1.1 | -2.3 | 3.8 | 0.9 | -0.1
COc1ccc(C2=NN(C(=O)CSc3nnc(C)c(=O)n3N)C(c3ccco3)C2)cc1 (stereo unspecified) | 1.3 | 8.7 | -17.4 | 0.2 | 1.7 | -15.1 | -1.0 | -0.1 | 0.3
COc1ccc(N2CCN(C(C)C(=O)N(C)Cc3ccccc3)CC2)cc1 (stereo unspecified) | -10.6 | -5.8 | -4.4 | 3.7 | 0.5 | 7.1 | 21.5 | -12.5 | -1.2
O=C(Cn1nnc2ccccc2c1=O)NCCc1ccc(F)cc1 | -11.6 | x | -16.7 | x | -1.0 | -7.6 | x | x | 2.3
COC(=O)c1cc(OC)c(OC)cc1NC(=O)c1ccc(C)o1 | 9.8 | 13.4 | -7.2 | 1.6 | -0.2 | 11.0 | 2.7 | -0.1 | 3.3
CC(Sc1ccccc1F)C(=O)Nc1ccc2c(c1)OCCO2 (stereo unspecified) | -64.4 | -3.2 | 6.5 | 8.9 | 4.9 | -28.0 | 3.3 | -49.8 | 1.1
COCCC(=O)N1CCc2c([nH]c3ccccc23)C1C(C)(C)C (stereo unspecified) | -3.7 | -7.5 | -1.2 | -2.1 | -2.5 | 5.9 | -8.6 | 7.0 | 2.6
Cc1cccc(N2CCN(C(=O)CNC(=O)Cc3ccccc3)CC2)c1C | 11.3 | 12.4 | 1.4 | -3.0 | -1.8 | 8.8 | 16.1 | -16.7 | -1.1
Cc1ccc(S(=O)(=O)N(C)C)cc1NC(=O)COC(=O)/C(=C/c1ccc(F)cc1)c1cccs1 | 14.8 | 28.9 | -3.9 | 14.2 | 0.9 | -2.5 | 20.0 | -0.3 | -3.5
COc1ccc(/C=C(\C#N)C(=O)OCC(=O)Nc2ccc(-c3nc4ccc(C)cc4s3)cc2)cc1 | -50.8 | 6.7 | -110.9 | 1.1 | -0.4 | -38.5 | 4.3 | -63.3 | -1.6
O=C(c1cccc(-c2nnc(-c3ccccc3)o2)c1)N1CCCCC1 | -35.1 | 5.0 | -59.6 | 9.8 | 1.3 | -84.4 | 5.3 | 8.7 | -3.2
O=C(c1ccc(C(F)(F)F)cc1)N1CCN(c2ccc(N3CCOCC3)nn2)CC1 | 5.6 | -0.7 | -12.0 | 1.2 | 2.7 | -41.2 | 0.8 | 16.7 | 0.3
O=C(NCC(c1ccc(F)cc1)N1CCOCC1)c1cccc(Br)c1 (stereo unspecified) | 19.7 | -1.1 | -6.1 | -3.4 | -1.1 | -5.0 | 5.1 | -3.9 | 0.5
CC1CCN(C(=O)c2ccc(CSc3ccc(Cl)cc3)cc2)CC1 | -14.2 | 19.3 | -2.3 | -4.0 | 4.6 | 0.4 | 15.7 | 1.3 | -0.4
CC1CC(C)CN(C(=O)COC(=O)CCCN2C(=O)c3cccc4cccc(c34)C2=O)C1 (stereo unspecified) | -1.6 | 8.1 | 10.1 | 0.3 | 1.6 | 15.0 | -5.7 | 7.9 | -1.0

Four entries picked at random from the list so far:
SMILES | Mdm2-MdmX inh | EBI2 antag | Jurkat NFkB inh | CXCR6 block | CHOP UPR activ | 697 NFkB inh | CCR6 antag | Gli-Sufu block | UPR XBP1 act
O=C(NCC(c1ccc(F)cc1)N1CCOCC1)c1cccc(Br)c1 (stereo unspecified) | 19.7 | -1.1 | -6.1 | -3.4 | -1.1 | -5.0 | 5.1 | -3.9 | 0.5
COCCC(=O)N1CCc2c([nH]c3ccccc23)C1C(C)(C)C (stereo unspecified) | -3.7 | -7.5 | -1.2 | -2.1 | -2.5 | 5.9 | -8.6 | 7.0 | 2.6
O=C(Cn1nnc2ccccc2c1=O)NCCc1ccc(F)cc1 | -11.6 | x | -16.7 | x | -1.0 | -7.6 | x | x | 2.3
CC1CC(C)CN(C(=O)COC(=O)CCCN2C(=O)c3cccc4cccc(c34)C2=O)C1 (stereo unspecified) | -1.6 | 8.1 | 10.1 | 0.3 | 1.6 | 15.0 | -5.7 | 7.9 | -1.0
